Compound activity (PubChem)
ALOX12 inh – inhibitors of human 12S-lipoxygenase ALOX12; P18054; purified 12hLO, xylenol orange hydroperoxide absorbance; Potency, µM (top dose mostly 108 µM), for inactives: at the highest dose activity change, negative = inhibition, actives largely listed as inhibitors; hit rate 1.1% among 580,000; AID 1671190; note: potency is the fitted concentration of half-maximal effect; % is set by controls: 0 for no effect and ±100 for the full control effect
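Purified human 12hLO at 150 nM in 25 mM Hepes, 0.01% Triton X-100, pH 7.0, preincubated 15 min at room temperature with compound. Reaction started with 40 uM arachidonic acid, 30 min at room temperature. Hydroperoxide measured by Fe-xylenol orange, 573/405 nm absorbance ratio.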
RGS4 inh – human RGS4 inhibition; P49798; Transcreener GDP fluorescence polarization, RGS4-accelerated GTP hydrolysis; Potency, µM (titrated, usually from 114 µM), without a hit: top-dose activity change, negative = inhibition, actives largely listed as inhibitors; hit rate 0.039% among 390,000; AID 504845; note: potency is the fitted concentration of half-maximal effect; % is set by controls: 0 for no effect and ±100 for the full control effect; nearly all actives have a fitted effect of over 75% in size; some results filed as inactive show a strong effect at the top dose
Target sequence (P49798 whole entry, looked up): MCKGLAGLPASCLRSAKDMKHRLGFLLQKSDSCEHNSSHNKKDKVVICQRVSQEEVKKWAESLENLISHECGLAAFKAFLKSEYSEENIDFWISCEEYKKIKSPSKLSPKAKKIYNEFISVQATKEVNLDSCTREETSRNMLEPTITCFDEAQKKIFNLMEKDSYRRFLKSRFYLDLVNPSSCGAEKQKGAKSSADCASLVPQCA
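MLSMR compounds (23 nl, pin-transferred) preincubated 10 min at room temperature with a 500nM (2x) first reagent, then RGS4 at 900nM (2x) plus Transcreener GDP mix added; fluorescence polarization (620/688 nm) read before and after 90 min at 30 °C.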
D2 antagonist – antagonizes the human D2 dopamine receptor. AID 485344. HEK293 TREx D2 cells, calcium flux, dopamine EC80. inhibition, % at 10 µM. hit rate 2% among 340,000; in the data active = inhibition above about 30%; note: 0% is about no effect
Target sequence (P14416 whole entry, looked up): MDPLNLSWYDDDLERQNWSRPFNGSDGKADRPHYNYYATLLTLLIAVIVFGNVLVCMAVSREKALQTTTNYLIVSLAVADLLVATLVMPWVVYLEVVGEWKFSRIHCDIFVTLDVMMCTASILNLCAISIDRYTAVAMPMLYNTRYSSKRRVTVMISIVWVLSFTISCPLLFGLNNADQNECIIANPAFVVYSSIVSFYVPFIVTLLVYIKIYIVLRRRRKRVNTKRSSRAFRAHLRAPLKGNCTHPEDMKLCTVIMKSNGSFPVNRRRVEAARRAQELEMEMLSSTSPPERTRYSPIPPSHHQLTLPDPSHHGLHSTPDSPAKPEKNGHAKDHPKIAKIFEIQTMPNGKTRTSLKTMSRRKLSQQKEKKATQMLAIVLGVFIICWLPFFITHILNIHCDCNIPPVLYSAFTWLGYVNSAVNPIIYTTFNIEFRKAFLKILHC
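Measurement of antagonist activity uses fluorescent calcium dye in inducible HEK293 T-REx D2 cells: 10 s baseline, compound addition with 180 s read, EC80 dopamine addition with a further 180 s read.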
ERG-DNA inh – inhibitors of human ERG Ets domain-DNA interaction; P11308; fluorescence polarization, His-ERG Ets domain / labelled DNA; Potency, µM (titrated, usually from 76.9 µM), for inactives: top-dose FP activity, negative = inhibition, most hits filed as inhibitors; hit rate 0.028% among 370,000; AID 624246; active = well fitted inhibition curve with a large enough effect in the polarisation, with a control signal flat; inconclusive = small, poorly fitted or top-dose-only effect, or effect the other way, or a change in a side signal; inactive = no such curve, though single readings can be large or run the other way; the % refers to the polarisation;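 note: polarization taken with two DNA probes labelled with fluorescein and Texas red; potency is the fitted concentration of half-maximal effect; % of control where 0% means no effect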
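His-tagged ERG Ets domain (1 uM in the protein solution; 300mM KCl, 50mM Tris-HCl, 1mM EDTA, 1mM DTT, pH 7.5) received compound, then a probe mix of 5 nM fluorescein-DNA and 100nM Texas-615-DNA. Fluorescence polarization was read for both dyes.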
Vif-A3F inh – Vif-A3F binding inhibition. HeLa A3F-eYFP + Vif (tagged APOBEC3F with the HIV-1 protein that degrades it), YFP fluorescence increase. Potency, µM (top dose mostly 46.1 µM), for inactives: at the top dose activity, negative = active. hit rate 0.2% among 390,000. AID 602313; note: potency is the fitted concentration of half-maximal effect; % of control where 0% means no effect; nearly all actives have a fitted effect of over 65% in size
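HeLa cells stably expressing A3F-eYFP plus Vif, plated and incubated overnight at 37 deg C, then exposed to compounds overnight at 37 deg C. Blocked degradation read as raised yellow fluorescence (Ex 488/Em 500-530).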
LDHA inh – blocks human lactate dehydrogenase A | hit rate 0.15% among 480,000 | purified LDHA, NADH/diaphorase-resazurin fluorescence; active compounds read low | activity change, % (values are at about 110 or 230 µM) | AID 1347041; in the data active = activity change below about -30%; inconclusive = mostly about -25% to -30%;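 note: plate controls were DMSO wells for no effect and wells without enzyme for full effect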
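Resorufin fluorescence (ex540/em590), read at 0 and 20 min after diaphorase/resazurin addition, reports the NADH left after a 5 min room-temperature reaction of 2 nM human LDH5 with 0.06 mM NADH and 0.2 mM pyruvate.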
Glioma ERSR ind – inducers of ER stress response in human glioma cells | U87-MG GRP78 promoter luciferase reporter, 16 h | hit rate 0.02% among 420,000 | Potency, µM, for the others: top-dose activation, usual class: activators | AID 602332; note: potency is the fitted concentration of half-maximal effect; series mostly up to about 76 µM; % of control where 0% means no effect; nearly all actives have a fitted effect of over 35% in size
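Stably transfected U87-MG human glioma cells carrying a GRP78-based luminescent sensor were seeded at 1000 cells/well, pin-dosed with compounds and incubated 16 h. Luciferase reagent was then added, and end-point luminescence was read after 10 min at room temperature.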
D2 agonist – agonists of human D2 dopamine receptor. HEK293 T-REx D2 cells, calcium flux agonist mode. activation, % at 2 µM. hit rate 0.53% among 340,000. P14416;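 active = activation over 3 SD above normal in the single-dose calcium agonist read, cut at about 30% in these data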; note: 0% is about no effect
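In this primary screen, compounds producing a positive calcium signal within 180 s of addition to tetracycline-induced, force-coupled HEK293 Trex D2 cells are flagged; cells are dye-loaded with a no-wash calcium kit beforehand.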
Vif-APOBEC3G blk – Vif-A3G binding inhibition; Q9HC16; HeLa A3G-eYFP + Vif (tagged APOBEC3G with the HIV-1 protein that degrades it), YFP fluorescence, overnight; Potency, µM (doses to about 46.1 µM), for inactives: at the highest dose activity, negative = active, hits mostly inhibitors; hit rate 0.076% among 410,000; AID 602310;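 note: potency is the fitted concentration of half-maximal effect; % is set by controls: 0 for no effect and ±100 for the full control effect; nearly all actives have a fitted effect of over 60% in size; hits raise eYFP signal because A3G escapes Vif-driven loss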
Target sequence (Q9HC16 whole entry, looked up): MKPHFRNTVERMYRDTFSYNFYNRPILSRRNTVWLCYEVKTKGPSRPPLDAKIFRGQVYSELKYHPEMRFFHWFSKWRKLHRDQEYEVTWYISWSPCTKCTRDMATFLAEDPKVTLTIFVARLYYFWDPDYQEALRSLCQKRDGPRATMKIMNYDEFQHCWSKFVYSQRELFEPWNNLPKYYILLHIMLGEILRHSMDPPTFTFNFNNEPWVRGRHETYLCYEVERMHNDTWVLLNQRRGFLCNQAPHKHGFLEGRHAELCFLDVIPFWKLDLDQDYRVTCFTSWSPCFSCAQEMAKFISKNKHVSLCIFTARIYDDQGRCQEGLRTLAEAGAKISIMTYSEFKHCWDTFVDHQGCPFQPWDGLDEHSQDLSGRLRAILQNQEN
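HeLa cells stably expressing Vif and C-terminally eYFP-tagged A3G, seeded overnight at 37 deg C, then exposed to compound by pintool overnight at 37 deg C. Rise in yellow fluorescence (Ex 488/Em 500-530, Acumen) marks blocked Vif-driven A3G degradation.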
Active calls of the source: *; ? = inconclusive; · = not tested or not shown; & = joins results of further samples; [ ] = remark or other dose. Unless noted, calls come from the whole dose curve; as a rule, active = well fitted curve in the direction sought with a large enough effect; inconclusive = small, poorly fitted or top-dose-only effect, or another doubt; inactive = no such curve, though single readings can be large; an effect the other way counts as inactive or inconclusive.

Below each SMILES – ALOX12 inh	D2 antagonist	RGS4 inh	Glioma ERSR ind	Vif-APOBEC3G blk	D2 agonist	Vif-A3F inh	ERG-DNA inh	LDHA inh
- O=C1CS/C(=N\C(=O)N2c3ccccc3Sc3ccccc32)N1
→ ?	-11	-23%	-1%	-9%	-1.0	1%	18%	3
- COc1ccc(OC(=O)CSc2nnc(-c3ccc(F)cc3)o2)cc1
→ -24%	·	4%	-4%	6%	-0.8	-4%	5%	1
- Cc1cc(Nc2cccc(Cl)c2)n2ncnc2n1
→ 403%[activator]	1	0%	-4%	-4%	1.6	-6%	-9%	2
- CC[C@H]1c2[nH]c3ccc(C(C)C)cc3c2[C@@H]2CCN3C(=O)CCC[C@H]1[C@H]23
→ ?	·	-5%	-4%&-3%	3%&-4%	·	1%	5%	7
- CC(C)CNc1ncnc2c1ncn2[C@H]1CN(Cc2ccc(C(=O)O)cc2)C[C@@H](CO)O1
→ -2%	·	·	-1%	-3%	·	·	·	0
- Cc1ccc(S(=O)(=O)Nc2ccc(N3CCN(C)CC3)nc2)cc1
→ -63%	4	-12%	-5%	2%	-0.8	-5%	-17%	1
- CCCCCC(=O)N1C[C@@H](O)[C@H](n2cc(C3CC3)nn2)C[C@@H]1c1ccc(OC)cc1
→ -7%	·	·	-2%	-4%	·	-2%	·	-1
- CCCCN1CC(COCc2ccccc2)Oc2cccc(Oc3ccc(C(C)C)cc3)c2S1(=O)=O (stereo not given)
→ -2%	·	4%	-2%	0%	·	2%	18%	-1
- CSc1ccc(NC(=O)NCCN2CCc3ccccc3C2)cc1
→ ?	4	-14%	1%	0%	0.2	-5%	8%	-4
- Cc1ccc(C(=O)NCC(c2ccc(F)cc2)N2CCOCC2)cc1S(=O)(=O)N1CCOCC1 (stereo not given)
→ -3%	·	-25%	-2%	-1%	·	-18%	13%[15.4 µM]	-5
- CC(C)C[C@H](N)C(=O)N1CCC(C(=O)N[C@H](C(=O)NC(C)c2ccccc2)C(C)C)CC1 (stereo not given in full)
→ -12%	10	18%	-1%	0%	0.4	0%	-1%	-9
- O=C(Cc1ccc([N+](=O)[O-])cc1)Nc1ccc2c(c1)C(=O)NC2=O
→ -2%	4	12%	-2%	0%	0.8	3%	2%	-15
- CC1CCCC(C)N1C(=O)COC(=O)CNC(=O)C12CC3CC(CC(C3)C1)C2 (stereo not given)
→ 8%	-2	-16%	-3%	-1%	-0.4	1%	-2%	-3
- O=C(Nc1ccc(S(=O)(=O)Nc2nccs2)cc1)c1c(F)c(F)c(F)c(F)c1F
→ -29%	3	-19%	-5%	-3%	-0.3	1%	-20%	-8
- Cc1ccc(Nc2ncnc3sccc23)c(C)c1
→ -6%	-3	10%	8%	-6%	-1.5	7%	0%	1
- CCOC(=O)C1=C(C)NC(=S)NC1c1cccs1 (stereo not given)
→ ?	14	-23%	-6%	0%	0.6	-2%	-1%	-8
- CC(C)N(C(=O)[C@H]1C[C@H](CC(=O)NC(C)(C)C)C(=O)N2CCc3c([nH]c4cc(CCC(=O)N(C)C)ccc34)[C@]12C)C(C)C
→ 14%	·	23%	-2%	-8%	·	13%	7%	-5
- CCOc1ccc(-c2nc(CN(Cc3ccccc3)C[C@@H]3CCC(=O)N3)c(C)o2)cc1
→ -20%	-4	8%	0%	9%	0.4	-15%	0%	0
- O=C1Cc2cc(S(=O)(=O)N3CCCCC3)ccc2N1
→ 31%	-12	-11%	-2%	-2%	-0.1	5%	-3%	0
- COCCOc1cc(NC(=O)c2ccccc2)c(Cl)cc1Cl
→ -9%	-1	-25%	-1%	-5%	0.5	4%	8%	-2
- CCOc1ccc(OCC)c(NC(=O)CCc2nc3cccnc3n2Cc2cccs2)c1
→ -7%	·	-18%	-4%	-1%	·	3%	5%	2
- CC1CCN(C(=O)Cn2cc3c(n2)CCCC3)CC1
→ ?	-22	-7%	-1%	1%	0.5	4%	5%	-1
- O=C(COC(=O)C1(c2ccc(F)cc2)CCCC1)N1CCNC1=O
→ 157%[activator]	8	6%	-4%	0%	0.9	3%	-4%	-1
- CCOCCc1nn2c(=O)cc(COC(=O)c3ccccc3NC(=O)c3ccc(C)cc3)nc2s1
→ -22%	·	-2%	1%	0%	1.5	-5%	4%	-8
- Cc1nc(C(F)(F)F)ccc1C(=O)N1CCC1(C)C(=O)NCc1ccc(Cl)cc1 (stereo not given)
→ 20%	·	·	-3%	-2%	·	·	·	-7
- COc1ccc(-c2nc(-c3cccs3)no2)cc1
→ -5%	3	11%	-14%	-2%	1.2	-27%	-5%	-3
- CN(C)c1ccc(-c2nc(-c3cc4cc(Cl)ccc4oc3=O)cs2)cc1
→ -8%	·	10%	-1%	-2%	0.6	-19%	-2%	-2
- COc1ccc(S(=O)(=O)NCC(c2cccnc2)N2CCN(c3ccc(F)cc3)CC2)cc1C (stereo not given)
→ 0%	2	8%	-2%	0%	-0.6	4%	-7%	-4
- Cc1cc(NC(=O)c2ccoc2C)no1
→ ?	2	2%	-4%	-1%	0.2	7%	4%	-14
- C=CCNC(=S)Nc1cc(C)ccn1
→ ?	0	-28%	7%	-1%	0.2	-21%	-4%	-2
- C/C(=N\NC(=O)c1nnn(-c2nonc2N)c1-c1ccc2c(c1)OCO2)c1cccs1
→ 2%	37*	8%	-3%	-1%	32*	-1%	0%	-9
- CCOC(=O)C1CCN(S(=O)(=O)c2c(C)n(C)c(=O)n(C)c2=O)CC1
→ 23%	3	0%	-6%	2%	0.2	-7%	-5%	-15
- Cc1nc(CNS(=O)(=O)c2cccnc2)cs1
→ -16%	10	31%	-2%	0%	0.3	-7%	·	-17
- CC1CN(C2=NC(=O)/C(=C/c3ccncc3)S2)CC(C)O1 (stereo not given)
→ 241%[activator]	8	-20%	-5%	2%	0.3	2%	-11%	0
- CCC1CCCCN1C(=O)CCS(=O)(=O)c1ccccc1 (stereo not given)
→ -11%	·	-19%	2%	6%	·	2%	-13%	-1
- COc1ccccc1CCNC(=O)c1ccccc1SCC(=O)N1CCCC1
→ -11%	-9	-10%	-5%	-4%	0.2	2%	-2%	0
- C/C(=N\NC(=O)c1ccc(N/N=C(\C)c2ccncc2)cc1)c1ccncc1
→ -28%	-11	12%	7%	-15%	-0.4	21%	-14%	-4
- CCn1c(CNC(=O)c2ccc(OC)c(OC)c2)nnc1SCC(=O)c1ccc(OC)cc1
→ ?	7	-21%[11.4 µM]	-7%	1%	-0.7	0%	-10%	-4
- COc1cc2c(cc1OC)C(c1ccccc1)N(C(=O)c1ccccc1F)CC2 (stereo not given)
→ ?	-3	-21%	-5%	-16%	-3.5	-5%	3%	-1
- O=C(N[C@H]1C/C=C\C(c2cccc(F)c2)N(Cc2ccccc2)C(=O)C1)OCC1c2ccccc2-c2ccccc21 (stereo not given in full)
→ ?	·	-12%	-1%	6%	·	0%	7%	-1
- N#CC(Cc1ccccc1)(Cc1ccccc1)C(=O)NN
→ 21%	-17	29%	0%	-1%	-0.7	1%	3%	-11
- COc1ccc(/C=C/C(=O)Nn2cnnc2)cc1
→ 15%	-12	26%	-3%	0%	-2.6	-1%	1%	-15
- O=c1[nH]nc(Cc2ccc(-c3ccc(Cl)cc3)o2)c2ccccc12
→ ?	-19	22%	-3%	3%	-1.5	-4%	-1%	12
- CCOc1cc(C2C(C#N)=C(N)Oc3n[nH]c(CC)c32)ccc1OCCN1CCOCC1 (stereo not given)
→ 0%	-12	-15%	0%	2%	0.3	-5%	-15%	-4
- CN(C)c1ccc(C(=O)Nc2ccc(O)c3c(=O)cc(-c4ccccc4Cl)oc23)cc1
→ ?	8	7%&-4%	-3%&-3%	-5%&-15%	0.3	-2%	-6%	1
- O=C(CC(CC(=O)c1ccc(Br)cc1)c1cccnc1)c1ccc(Br)cc1
→ 0%	6	-4%	-1%	-2%	1.8	9%	9%	-1
- O=C(CCNC(=O)c1ccco1)Nc1cccc(C(F)(F)F)c1
→ 5%	·	10%	-1%	3%	·	0%	1%	7
- COc1ccc(-c2[nH]ncc2-c2nc(C)cs2)c(O)c1
→ 0%	-14	-41%	-2%	-3%	0.3	6%	13%	1
- Cc1ccc(NC(=O)Nn2cnnc2)c(C)c1
→ 76%[activator]	2	21%	-4%	2%	0.6	-4%	-4%	-1
- CN(C)CCCNC(=O)c1cccc(-c2ccc3nccn3c2)c1
→ 6%	·	·	-4%	-3%	·	·	·	-9
- COc1ccc(-c2nc(N)n(C(=O)c3ccc(C)cc3)n2)cc1
→ 11%	-2	28%	-6%	-5%	-0.6	3%	-8%	0
- COc1ccc(-n2c(=O)c3c(c4cc(OC)ccc4n3C)n(Cc3ccc(F)cc3Cl)c2=O)cc1
→ -1%	·	8%	0%	3%	0.6	-11%	0%	-2
- CCOc1ccc2[nH]c(=O)c(CN(CCN3CCCC3)C(=S)Nc3ccccc3OCC)cc2c1
→ -5%	3	-18%	-6%	-15%	7.3	?	-10%	1
- COCCN(C(=O)COC(=O)C(C)(C)Oc1ccc(Cl)cc1)c1c(N)n(Cc2ccccc2)c(=O)[nH]c1=O
→ ?	·	-10%	-3%	2%	·	4%	13%	1
- CCN1CCN(S(=O)(=O)c2ccc(Cl)c(C(=O)N(C)Cc3ccc(F)cc3)c2)CC1
→ ·	·	-40%	-4%	0%	·	-13%	8%	-1

These rows are one share of the data; count on the stated rates, not on these rows.
